E coli growth: counter-screen for AddAB inhibitors: E. coli growth inhibition; hit rate 0.27% among 330,000; inhibition, % at 11.9 µM; AID 449728; E. coli V3065 growth, OD600 absorbance, 18 h;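 active = inhibition above the campaign's mean inhibition across all tested compounds plus 3 SD, cut at about 9.9% in these data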;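 note: uninfected addAB+ strain grown without phage in ampicillin broth; 0% = DMSO wells and 100% = ciprofloxacin 0.95 µg/ml wells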
AddAB inh: less growth of phage-infected E. coli with AddAB; E. coli expressing H. pylori AddAB, absorbance growth; inhibition, % at 11.9 µM; hit rate 0.29% among 330,000; AID 435030; in the data active = inhibition above about 12%;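 note: 0% = vehicle wells of infected cells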
phage Ecoli inh: E. coli growth loss with phage present. growth absorbance. inhibition, % at 11.9 µM. hit rate 0.26% among 360,000. AID 651602; in the data active = inhibition above about 11%
PfHsp90 yeast 2: growth inhibition of yeast expressing Plasmodium Hsp90. hit rate 0.32% among 310,000. inhibition, % at 9.4 µM. S. cerevisiae expressing PfHsp90, BacTiter-Glo ATP, 48 h; yeast lacking PDR1 and PDR3 efflux regulators. AID 504621;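 active = every replicate shows inhibition above about 80%, whatever the replicate mean, limit read from the data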;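 note: 0% = DMSO neutral controls and 100% = 20 µM radicicol positive controls; yeast relying on Plasmodium falciparum Hsp90 in place of its own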
Pemphigus Ab inh: blocks pemphigus antibody binding to human desmoglein-3; DSG3-coupled beads, scFv-anti-DSG3-GFP binding, flow cytometry; active compounds read low; AID 588358; binding (percent of control), % at 10 µM; hit rate 0.48% among 310,000;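 active = binding more than 3 SD below its plate's average and above zero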;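 note: hits lower antibody fragment binding to DSG3; some compounds called inactive have numbers as strong as hits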
OPRM1-OPRD1 ag: agonists of human mu-delta opioid receptor heterodimerization | hit rate 0.3% among 340,000 | AID 504326 | cells, OPRM1-OPRD1 heterodimerization, luminescence | activation, % at 9.3 µM; in the data active = activation above about 18%;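 note: 0% = vehicle-treated cells and 100% = reference agonist; values of inactives mirror those of a sister screen read the other way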
Target sequence (P35372 whole entry, looked up): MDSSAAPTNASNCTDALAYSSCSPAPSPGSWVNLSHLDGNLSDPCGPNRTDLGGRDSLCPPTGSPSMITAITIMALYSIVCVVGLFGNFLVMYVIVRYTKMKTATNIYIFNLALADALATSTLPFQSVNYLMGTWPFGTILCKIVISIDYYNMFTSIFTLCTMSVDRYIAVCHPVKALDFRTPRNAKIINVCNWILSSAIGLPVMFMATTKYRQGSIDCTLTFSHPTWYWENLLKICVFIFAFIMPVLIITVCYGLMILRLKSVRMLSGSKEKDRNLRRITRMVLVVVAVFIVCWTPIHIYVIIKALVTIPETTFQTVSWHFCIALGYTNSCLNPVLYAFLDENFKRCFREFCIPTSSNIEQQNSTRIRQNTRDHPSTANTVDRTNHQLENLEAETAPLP
Target sequence (P41143 whole entry, looked up): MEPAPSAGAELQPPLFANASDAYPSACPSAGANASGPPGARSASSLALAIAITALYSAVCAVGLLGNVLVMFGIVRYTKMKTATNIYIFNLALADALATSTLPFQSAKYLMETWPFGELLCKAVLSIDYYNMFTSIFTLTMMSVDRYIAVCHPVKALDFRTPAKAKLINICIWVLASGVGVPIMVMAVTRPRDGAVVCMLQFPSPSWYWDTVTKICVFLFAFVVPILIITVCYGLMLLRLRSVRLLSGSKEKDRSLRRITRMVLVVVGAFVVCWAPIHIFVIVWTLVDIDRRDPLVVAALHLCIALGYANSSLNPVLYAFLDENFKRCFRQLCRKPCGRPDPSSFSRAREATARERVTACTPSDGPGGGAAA
PKA-R1A activ: activates the PKA-R1A holoenzyme complex | PKA-R1A dissociation, Cy5-IP20 fluorescence polarization; scaled: DMSO 0%, 113 µM cGMP 100% | activation, % at 11.4 µM | hit rate 0.083% among 340,000 | AID 504707;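 active = percent activation above the mean of all tested compounds plus 3 SD, cut at about 19% in these data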;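 note: higher means more PKAc released from R1A so a rise in polarization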
Mot1-301 SUMO: SUMOylation pathway inhibition by Mot1-301 growth rescue; hit rate 1% among 320,000; growth rescue, % at 18.8 µM; AID 2716; S. cerevisiae Mot1-301 growth rescue, ATP luminescence, 38.5C; percent above DMSO median, 100 means doubled;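 active = every valid replicate shows activation above 250% relative to neutral control wells; inactive = the rest, any valid replicate at or below 250%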;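 note: OY570 slx delta 5 strain wells were the positive control but not used for scaling; some compounds called inactive have numbers as strong as hits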
Tat transport: E. coli Tat transport inhibition. AID 488895. inhibition, % at 10 µM. hit rate 0.036% among 340,000. E. coli MC4100 TorA-mCherry Tat export, fluorescence;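 active = mean replicate inhibition at least 50% and at least half of replicates individually reaching 50%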;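 note: exported cargo escapes ClpAP degradation while cytoplasmic cargo is degraded and loses fluorescence; 0% = median of neutral control wells and 100% = median of NaSCN control wells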
OPRM1-OPRD1 inv: mu-delta opioid heterodimer inverse agonism; hit rate 0.21% among 340,000; inhibition, % at 9.3 µM; P35372+P41143; cell-based MOR-DOR heterodimer luminescence; in the data active = inhibition above about 22%, passing the limit was not always enough;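 note: 0% = cells with DMSO and 100% = wells without cells with DMSO; values of inactives mirror those of a sister screen read the other way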
Arrestin-AP2 inh: human beta-arrestin and AP2 interaction inhibition; FITC-arrestin peptide / GST-AP2 beads, flow cytometry; AP2 beta2 appendage carries R879A mutation; inhibition, % at 10 µM; hit rate 0.31% among 340,000;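 active = inhibition above a set limit, near 3 SD of compounds lacking own fluorescence, cut at about 54% in these data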;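 note: plate controls were DMSO wells for no effect and 5 µM unlabelled arrestin peptide for full effect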
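Test system: GST-tagged AP2 beta2-adaptin appendage (R879A) on 4 µm glutathione beads; also added: fluorescein-tagged arrestin peptide at 50 nM final; timing: 12 min plus 1 h, RT; signal: flow cytometry, FL1 (488/535 nm); read-out: percent drop in bead-associated FITC signal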
Numbers without * were called inactive; . = no result given.

The opening two compounds (preview)
SMILES | E coli growth | AddAB inh | phage Ecoli inh | PfHsp90 yeast 2 | Pemphigus Ab inh | OPRM1-OPRD1 ag | PKA-R1A activ | Mot1-301 SUMO | Tat transport | OPRM1-OPRD1 inv | Arrestin-AP2 inh
Cc1cccc(CCNS(=O)(=O)c2ccc3c(c2)NC(=O)C(C)S3)c1 (centres undefined) | 1.0 | 3.7 | 2.6 | -6.3 | 100.3 | 1.2 | -11.0 | -4.7 | -3.9 | -6.2 | 22.4
CN(C(=O)COc1ncnc2sccc12)C1CCCCC1 | -2.8 | -0.1 | 2.8 | 5.2 | . | 0.5 | 3.1 | -0.9 | -4.5 | -2.0 | 21.3

This part in full (from the top)
SMILES | E coli growth | AddAB inh | phage Ecoli inh | PfHsp90 yeast 2 | Pemphigus Ab inh | OPRM1-OPRD1 ag | PKA-R1A activ | Mot1-301 SUMO | Tat transport | OPRM1-OPRD1 inv | Arrestin-AP2 inh
Cc1cccc(CCNS(=O)(=O)c2ccc3c(c2)NC(=O)C(C)S3)c1 (centres undefined) | 1.0 | 3.7 | 2.6 | -6.3 | 100.3 | 1.2 | -11.0 | -4.7 | -3.9 | -6.2 | 22.4
CN(C(=O)COc1ncnc2sccc12)C1CCCCC1 | -2.8 | -0.1 | 2.8 | 5.2 | . | 0.5 | 3.1 | -0.9 | -4.5 | -2.0 | 21.3
CCOC(=O)Cn1c(=O)c2c(nc3n2CCS3)n(C)c1=O | -1.1 | 0.7 | 0.8 | -2.9 | 98.6 | -2.0 | -1.7 | -6.4 | -2.6 | 12.4 | -10.0
CCOc1ccc(NC(=O)C2CC(=O)N(C)C(=Nc3ccc4c(c3)OCO4)S2)cc1 (centres undefined) | -0.6 | 1.6 | 0.5 | -7.9 | 102.7 | -3.4 | -0.8 | -2.0 | -1.5 | 19.3 | -3.8
Cc1ccccc1OCC(=O)NNC(=O)c1cc(S(=O)(=O)N(C)C)ccc1N1CCCC1 | -0.2 | -1.0 | 2.4 | 3.3 | 94.5 | -4.2 | -3.1 | -14.6 | 0.0 | 22.8 | 1.3
Cc1ccc(-c2nc(SCC(N)=O)c(C#N)c3c2CCCC3)cc1 | 0.7 | 0.6 | 2.2 | . | . | -1.9 | -8.6 | 6.0 | -0.2 | 9.5 | 8.0
CC(=O)c1cc2c(cc1N/C(=N/S(=O)(=O)c1ccc(C)cc1)c1ccccc1)OCO2 | 0.6 | 2.7 | 2.1 | 24.9 | 98.3 | 0.3 | -12.9 | 6.6 | -6.3 | -1.4 | 28.4
Cc1ccc(SCc2cc(=O)n3[nH]c(C)nc3n2)cc1 | -2.1 | 2.9 | 1.4 | 28.0 | . | -1.7 | 1.4 | 9.3 | 3.3 | 7.3 | 9.2
O=C(Nc1cccnc1)c1cccc(S(=O)(=O)Nc2ccccc2F)c1 | . | . | 3.5 | -2.2 | 107.2 | -0.9 | -1.9 | . | 5.0 | 5.0 | 9.0
O=C(NCc1ccco1)c1cnc2sccn2c1=O | 0.4 | -1.4 | 3.3 | -25.4 | 99.4 | -1.4 | -23.5 | -3.2 | -7.1 | 7.2 | 19.9
COc1ccc(Cc2nnc(NC(=O)Nc3ccc(F)cc3)s2)cc1OC | 1.4 | 0.0 | 3.1 | 1.3 | 94.5 | 1.7 | 2.0 | 15.4 | 1.7 | -9.6 | 16.5
CC1CCCC(C)N1C(=O)COC(=O)c1ccc(Br)o1 (centres undefined) | -3.5 | -1.0 | 1.0 | 0.4 | 103.1 | -0.3 | 1.9 | 11.6 | 7.9 | 1.3 | 25.2
CC(=O)c1c(Nc2ccc3c(c2)OCCO3)oc(C)cc1=O | -2.9 | 4.4 | 1.7 | 13.9 | 104.9 | -0.4 | -0.5 | -4.0 | 9.8 | 2.3 | 4.4
COc1ccc(C)cc1NC(=O)CN(C)S(=O)(=O)c1cc(C)ccc1OC | 0.2 | 0.4 | 3.2 | 8.5 | 107.7 | -2.4 | 3.4 | . | -2.6 | 12.3 | 2.0
COc1cc(C(=O)NCCC(c2ccccc2)c2ccccc2)cc(OC)c1OC | -0.1 | 0.7 | 1.8 | 14.9 | 97.8 | -2.0 | -4.0 | -4.9 | 7.3 | 9.0 | 0.8
CCN(C(=S)NC(=O)C1CC1)c1ccccc1 | -2.0 | 1.8 | 1.2 | . | 103.8 | -3.0 | -0.6 | -1.6 | -3.6 | 15.5 | 26.1
CN1C(=O)c2ccccc2Sc2ccc(NC(=O)NC3CC3)cc21 | -0.4 | 0.3 | 0.7 | 13.9 | 77.0 | 5.0 | -15.1 | -1.9 | 9.4 | -28.1 | 19.7
CC(C)[C@H]1COCCS(=O)(=O)N1Cc1ccccc1-c1cccc(Cl)c1 | 2.1 | -1.4 | -1.6 | -20.9 | 102.2 | 4.7 | -4.1 | . | -4.1 | -22.6 | 33.0
CC(C)S(=O)(=O)C/C(N)=N/OC(=O)c1cc(Cl)cc(Cl)c1 | -2.8 | 1.7 | 2.3 | 6.1 | 92.5 | . | . | -19.4 | -3.6 | . | 9.9
CC[n+]1c(-c2ccccc2)csc1Nc1c(C)n(C)n(-c2ccccc2)c1=O | -1.5 | 0.7 | 6.6 | 15.4 | 81.5 | -0.5 | 1.2 | -4.9 | -4.3 | 3.0 | 7.0
CC(=Nc1ccc2c(c1)nc(CO)n2C)C1=C(O)CC(C)(C)CC1=O | -2.7 | -1.2 | 0.8 | -34.2 | 104.5 | -0.6 | 2.1 | 27.5 | 4.0 | 3.7 | 5.9
CC(C)N(Cc1ccccc1)C(=O)COC(=O)C1CCCCC1 | -0.9 | 0.8 | 2.7 | 9.1 | 106.7 | -3.0 | -4.5 | 7.0 | 1.1 | 15.3 | -8.1
Cc1ccc(N2CC(NS(=O)(=O)c3cccnc3)CC2=O)cc1 (centres undefined) | 3.5 | 5.7 | 3.3 | 15.8 | 102.6 | 1.6 | -14.2 | -4.4 | -1.2 | -10.4 | 2.3
COc1cc2c(cc1OC)CN(c1nc(CN3CCOCC3)nc3sc4c(c13)CCCC4)CC2 | -2.8 | 1.0 | 0.2 | -20.2 | . | -1.2 | -0.9 | 17.7 | 0.6 | 6.4 | 10.1

Look-ups from the entries so far:
`COc1cc(C(=O)NCCC(c2ccccc2)c2ccccc2)cc(OC)c1OC` in Mot1-301 SUMO has -4.9
`O=C(NCc1ccco1)c1cnc2sccn2c1=O` in Arrestin-AP2 inh has 19.9
`Cc1cccc(CCNS(=O)(=O)c2ccc3c(c2)NC(=O)C(C)S3)c1` (centres undefined) in OPRM1-OPRD1 inv has -6.2

Sorted by value in Arrestin-AP2 inh (rising): three of the compounds above.
Compound	Arrestin-AP2 inh
O=C(NCc1ccco1)c1cnc2sccn2c1=O	19.9
CC(=O)c1cc2c(cc1N/C(=N/S(=O)(=O)c1ccc(C)cc1)c1ccccc1)OCO2	28.4
CC(C)[C@H]1COCCS(=O)(=O)N1Cc1ccccc1-c1cccc(Cl)c1	33.0

No new results follow: an excerpt of the list.
SMILES | E coli growth | AddAB inh | phage Ecoli inh | PfHsp90 yeast 2 | Pemphigus Ab inh | OPRM1-OPRD1 ag | PKA-R1A activ | Mot1-301 SUMO | Tat transport | OPRM1-OPRD1 inv | Arrestin-AP2 inh
CC(=O)c1c(Nc2ccc3c(c2)OCCO3)oc(C)cc1=O | -2.9 | 4.4 | 1.7 | 13.9 | 104.9 | -0.4 | -0.5 | -4.0 | 9.8 | 2.3 | 4.4
COc1ccc(C)cc1NC(=O)CN(C)S(=O)(=O)c1cc(C)ccc1OC | 0.2 | 0.4 | 3.2 | 8.5 | 107.7 | -2.4 | 3.4 | . | -2.6 | 12.3 | 2.0

Source: PubChem BioAssay (several laboratories)

Compounds were not picked by outcome; any-hit rate near 2.8%.
